High-throughput results as filed in PubChem BioAssay.
Tcruzi prolif = blocks T. cruzi growth in NIH3T3 culture; T. cruzi beta-gal in NIH3T3, GalScreen luminescence, 90 h; inhibition, % at 8.34 µM; 77,000 compounds, 5.9% hits;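 active = mean inhibition above about 93%, with at least 55% of replicates each passing it, limit read from the data, passing the limit was not always enough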
Pf Dd2 inh = blocks growth of Plasmodium falciparum Dd2 parasites; P. falciparum Dd2 growth, SYBR Green, 72 h; stronger effect = lower value; activity change, % at 10 µM; 94,000 compounds, 2.3% hits; AID 1159554; in the data active = activity change below about -80%
GASC1 inh = inhibitors of human demethylase GASC-1 KDM4C; 96,000 compounds, 0.15% hits; Q9H3R0; GST-KDM4C 2-372, H3K9me3 peptide, LANCE TR-FRET; inhibition, % at 12.5 µM;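 active = mean replicate inhibition above about 25%, with at least 55% of replicates also reaching it, limit read from the data, passing the limit was not always enough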
Target sequence (Q9H3R0 2-372 limits assumed): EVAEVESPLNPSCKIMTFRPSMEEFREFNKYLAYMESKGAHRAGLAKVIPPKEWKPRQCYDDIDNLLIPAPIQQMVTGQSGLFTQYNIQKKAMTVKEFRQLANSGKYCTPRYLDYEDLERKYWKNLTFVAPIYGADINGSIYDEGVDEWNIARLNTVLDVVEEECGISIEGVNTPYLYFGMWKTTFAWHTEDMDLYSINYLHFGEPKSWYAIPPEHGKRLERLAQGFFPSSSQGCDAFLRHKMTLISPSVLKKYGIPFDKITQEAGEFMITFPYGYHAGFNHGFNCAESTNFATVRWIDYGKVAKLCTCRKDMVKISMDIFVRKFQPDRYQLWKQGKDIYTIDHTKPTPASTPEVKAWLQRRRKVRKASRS
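reagent = H3K9me3 peptide substrate, Fe(II), 2-oxoglutarate | system = GST-tagged GASC-1 (JMJD2C) catalytic fragment, aa 2-372 | amount = enzyme final amount 10 nM | read-out = Fall in 671/618 emission ratio as inhibition | medium = HEPES buffer, pH 7.5, plus ascorbate | schedule = 30 min reaction, 60 min detection, RT | measured by = LANCE TR-FRET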
C diff HTS = inhibitors of Clostridium difficile growth | Clostridium difficile clinical isolate growth, OD600, 24 h; stronger effect = lower value | growth activity, negative = inhibition, % at 16 µg/mL (by protocol) | 86,000 compounds, 0.25% hits | AID 1259249;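 active = mean growth activity at or below -80% and every replicate also at or below -80%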;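 also: 0% = DMSO wells and -100% = levofloxacin 16 µg/mL wells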
Active calls of the source: *; . = not tested or not shown; & = joins results of further samples; ! = not confirmed by another sample. Compounds were not picked by outcome. Share with any hit: about 7.3%.

Fields – Tcruzi prolif	Pf Dd2 inh	GASC1 inh	C diff HTS
- CCC(=O)Nc1ccc2c(c1)OC[C@H](C)N(Cc1ccccc1OC)C[C@@H](C)[C@@H](OC)CN(C)C2=O
  33	-30	-0.5	.
- C[C@@H]1CCCCO[C@@H](CN(C)S(=O)(=O)c2cn(C)cn2)[C@@H](C)CN([C@@H](C)CO)C(=O)c2cc(NS(=O)(=O)c3cccs3)ccc2O1
  31	14	0.0	-1
- CC(C)CC#Cc1ccc2c(c1)O[C@@H](CN(C)C(=O)Cc1ccccn1)[C@@H](C)CN([C@@H](C)CO)S2(=O)=O
  31	-39	-1.2	-2
- C[C@@H]1CN([C@H](C)CO)C(=O)c2cc(C#Cc3ccccc3)cnc2O[C@H]1CN(C)Cc1ccccn1
  84	-39	3.6	-8
- OC[C@H]1[C@H](c2ccc(C#CC3CC3)cc2)[C@@H]2CN(CCC(F)(F)F)CCCCN12
  90	-68	.	33
- COC(=O)C[C@H]1C[C@H]2c3cc(NC(=O)C4CCOCC4)ccc3O[C@H]2[C@H](CO)O1
  .	17	.	1
- Cc1ccccc1-c1ccc2c(c1)O[C@H](CN(C)Cc1ccc(C(=O)O)cc1)[C@@H](C)CN([C@@H](C)CO)S2(=O)=O
  .	25	2.4	12
- Cc1ccc(-c2ccc(C3[C@@H]4CN(Cc5cccnc5)C[C@H]3N4)cc2)cc1 (some centres not stated)
  .	-91*!	1.5&-6.6	3&67
- CCCC#Cc1ccc2c(c1)O[C@@H](CN(C)CCC)[C@H](C)CN([C@@H](C)CO)S2(=O)=O
  99*	-57	5.4	.
- COC(=O)N(C)C[C@@H]1OCc2ccccc2-c2ccccc2C(=O)N([C@H](C)CO)C[C@@H]1C
  7	14	-1.0	.

Reprinted from the part before: 2 entries, then new ones.
Fields – Tcruzi prolif	Pf Dd2 inh	GASC1 inh	C diff HTS
- CCCC#Cc1ccc2c(c1)O[C@@H](CN(C)CCC)[C@H](C)CN([C@@H](C)CO)S2(=O)=O
  99*	-57	5.4	.
- COC(=O)N(C)C[C@@H]1OCc2ccccc2-c2ccccc2C(=O)N([C@H](C)CO)C[C@@H]1C
  7	14	-1.0	.
- CN1CCN(C(=O)C[C@H]2CC[C@H]3[C@@H](COC[C@H](O)CN3CC3CCOCC3)O2)CC1
  51	2	-0.1	6&-4
- O=C(NCC[C@@H]1CC[C@H](NC(=O)C2CCCC2)[C@H](CO)O1)c1cnccn1
  .	-11	7.4	-3
- C[C@@H]1CN([C@H](C)CO)C(=O)Cc2cc(NC(=O)c3ccncc3)ccc2O[C@@H]1CN(C)C
  .	0	-1.1	-3
- O=S(=O)(c1ccccc1F)N1CCCCN2[C@@H](CO)[C@@H](c3ccc(-c4cncnc4)cc3)[C@@H]2C1
  -18	-1	1.0	-10
- C[C@H](CO)N1C[C@H](C)[C@@H](CN(C)C(=O)Nc2ccc(C(F)(F)F)cc2)OCCCC[C@H](C)Oc2ccc(NC(=O)Cc3ccccc3)cc2C1=O
  128*	-85*	-1.4	-2
- CC(C)NC(=O)N1CC2(C1)[C@@H](c1ccccc1)[C@@H](CO)N2C(=O)C1CC1
  .	2	1.0	-4
- COc1ccc(S(=O)(=O)N(C)C[C@@H]2Oc3c(NC(=O)Nc4ccc(C(F)(F)F)cc4)cccc3C(=O)N([C@@H](C)CO)C[C@@H]2C)cc1
  60	19	-0.6	20
- CC(C)NC(=O)N[C@H]1CC[C@H](CCNC(=O)C2CCOCC2)O[C@@H]1CO
  8	28	0.5	.
- CO[C@@H]1CN(C)C(=O)c2cc(NS(=O)(=O)c3ccccc3)ccc2OC[C@@H](C)N(Cc2nccs2)C[C@H]1C
  54	-14	0.3	.
- CC(=O)Nc1ccc2c(c1)C(=O)N(C)[C@@H]1CC[C@H](CC(=O)NCC3CCCCC3)O[C@@H]1CO2
  74	-24	1.2	10
- C[C@@H]1CN([C@H](C)CO)C(=O)c2cc(NS(C)(=O)=O)ccc2O[C@@H](C)CCCCO[C@@H]1CN(C)C(=O)CCC(F)(F)F
  -32	.	1.4	-1
- C[C@H](CO)N1C[C@H](C)[C@H](CN(C)C(=O)NC2CCCCC2)Oc2ccc(NS(=O)(=O)c3ccccc3)cc2C1=O
  1	-4	8.6	-4
- C[C@@H]1CN([C@@H](C)CO)C(=O)Cc2cc(NC(=O)C3CCCCC3)ccc2O[C@H]1CN(C)Cc1ccc(C(=O)O)cc1
  32	-8	0.5	-2
- Cc1ccccc1-c1cnc2c(c1)C(=O)N([C@@H](C)CO)C[C@H](C)[C@@H](CN(C)C(=O)CN(C)C)O2
  39	-34	0.1	-5
- CN1CCN(C(=O)C[C@H]2C[C@@H]3c4cc(NS(C)(=O)=O)ccc4O[C@@H]3[C@H](CO)O2)CC1
  37	3	1.2	-10
- CN1CCN(C(=O)C[C@H]2CC[C@@H]3[C@H](COc4ccc(NC(=O)C5CCCCC5)cc4C(=O)N3C)O2)CC1
  -12	3	1.3	18
- C/C=C/c1ccc([C@@H]2[C@@H](CN(CC)C(=O)CC)N(C(C)=O)[C@H]2CO)cc1
  -2	-2	2.1	-9
- OC[C@@H]1[C@@H](c2ccc(C#CC3(O)CCCC3)cc2)[C@@H]2CN(Cc3ccncc3)CCCCN12
  -1	1	1.4	-7
- CO[C@H]1CN(C)C(=O)c2cc(NC(C)=O)ccc2OC[C@H](C)N(Cc2nccs2)C[C@@H]1C
  -83	13	-0.3	0
- CS(=O)(=O)N1Cc2cc(C(=O)NCC3CC3)nc(-c3cccc(-c4cncnc4)c3)c2[C@H]1CCO
  .	20	-0.2	5
- Cc1cc(C(=O)Nc2cccc3c2O[C@@H](CN(C)C(=O)NC(C)C)[C@H](C)CN([C@@H](C)CO)C3=O)n(C)n1
  .	-15	-0.8	-2
- O=C(C[C@H]1C[C@H]2c3cc(NC(=O)Cc4ccncc4)ccc3O[C@H]2[C@@H](CO)O1)NCc1cccc(F)c1
  -15	21	1.7	6
- C[C@@H]1CN([C@H](C)CO)C(=O)c2cc(NC(=O)Cc3cn(C)c4ccccc34)ccc2O[C@H]1CN(C)S(=O)(=O)c1ccc(Cl)cc1
  51	5	-0.4	7
- C/C=C/c1ccc2c(c1)O[C@H](CN(C)Cc1ccc(C(=O)O)cc1)[C@H](C)CN([C@H](C)CO)S2(=O)=O
  .	17	15	2
- C[C@H](NC(=O)C[C@H]1CC[C@@H]2[C@H](COC[C@@H](O)CN2C(=O)Nc2cc(Cl)cc(Cl)c2)O1)c1ccccc1
  82	-1	-0.4	.
- CCC(=O)N(C)C[C@@H]1Oc2cc(C#CC3(O)CCCC3)ccc2S(=O)(=O)N([C@@H](C)CO)C[C@@H]1C
  66	-31	-0.5	.
- COc1cccc(NC(=O)N(C)C[C@H]2OCc3ccccc3-c3c(n(C)c4ccccc34)C(=O)N([C@@H](C)CO)C[C@H]2C)c1
  72	-59	-0.2	-12
- O=S(=O)(NC[C@H]1[C@H](c2ccccc2)[C@H](CO)N1CC1CC1)c1ccccc1
  7	-9	-0.3	-1
- CCC(=O)N[C@H]1CC[C@H](CCNC(=O)Nc2ccc(C(F)(F)F)cc2)O[C@H]1CO
  2	-8	1.1	.
- C[C@@H]1CCCCO[C@@H](CN(C)S(=O)(=O)c2cn(C)cn2)[C@@H](C)CN([C@H](C)CO)C(=O)c2cc(NC(=O)c3ccccc3)ccc2O1
  -45	-9	-1.3	0
- C[C@@H]1CN([C@@H](C)CO)C(=O)c2cccc(NC(=O)C3CCOCC3)c2O[C@@H]1CN(C)C
  .	-8	-1.5	-2&-4
- O=C(c1ccccc1)N1CC2(C1)[C@H](c1ccccc1)[C@@H](CO)N2C(=O)CC1CC1
  .	-23	-1.0	-6
- C[C@@H]1CN([C@@H](C)CO)C(=O)c2cc(NC(=O)Nc3ccc4c(c3)OCO4)ccc2O[C@@H](C)CCCCO[C@H]1CN(C)C
  100*	9	0.3	1
- O=C(C[C@@H]1CC[C@H](NC(=O)c2ccccn2)[C@H](CO)O1)NCc1cccc(F)c1
  44	7	-0.3	-1
- O=C(C[C@@H]1C[C@H]2c3cc(NS(=O)(=O)c4ccc(F)cc4)ccc3O[C@H]2[C@@H](CO)O1)NCc1ccc(Cl)cc1
  31	9	-6.8	4
- COc1cccc(-c2ccc3n(c2=O)C[C@H]2[C@H](CO)[C@@H](C(=O)NCCN4CCCCC4)N(C)[C@@H]32)c1
  -16	.	-1.9	-1
- C[C@H](CO)N1C[C@H](C)[C@@H](CN(C)Cc2ccncc2)Oc2ccc(NC(=O)Cc3cn(C)c4ccccc34)cc2CC1=O
  49	-27	0.7	-2
- N#C[C@H]1[C@H](c2ccccc2C2=CCCC2)[C@@H](CO)N1C(=O)Cc1ccncc1
  .	22	0.0	-4
- C[C@@H]1CCCCO[C@@H](CN(C)C(=O)C2CCCCC2)[C@@H](C)CN([C@H](C)CO)C(=O)c2cc(N(C)C)ccc2O1
  35	.	1.0	-17
- C[C@@H]1CCCCO[C@@H](CN(C)S(=O)(=O)c2ccc(F)cc2)[C@H](C)CN([C@@H](C)CO)C(=O)c2cc(NS(=O)(=O)c3cn(C)cn3)ccc2O1
  .	-30	-0.1	0

Pf Dd2 inh, hit marks shown above.
molecule | Pf Dd2 inh | GASC1 inh | C diff HTS
Cc1ccc(-c2ccc(C3[C@@H]4CN(Cc5cccnc5)C[C@H]3N4)cc2)cc1 (some centres not stated) | -91*! | 1.5&-6.6 | 3&67
C[C@H](CO)N1C[C@H](C)[C@@H](CN(C)C(=O)Nc2ccc(C(F)(F)F)cc2)OCCCC[C@H](C)Oc2ccc(NC(=O)Cc3ccccc3)cc2C1=O | -85* | -1.4 | -2

Continued.
Fields – Tcruzi prolif	Pf Dd2 inh	GASC1 inh	C diff HTS
- C[C@H]1CN([C@@H](C)CO)C(=O)c2cc(NC(=O)CCN3CCOCC3)ccc2O[C@H]1CN(C)C(=O)Nc1ccccc1
  .	9	-1.2	1&1
- Cc1noc(C)c1NC(=O)Nc1ccc2c(c1)C(=O)N(C)[C@H]1CC[C@H](CC(=O)N[C@@H]3CCN(Cc4ccccc4)C3)O[C@@H]1CO2
  31	5	-1.9	-15
- C/C=C/c1ccc([C@H]2[C@@H](CO)N(C(=O)C3CC3)C23CN(C(=O)NC(C)C)C3)cc1
  .	-13	-1.0	-3
- O=C(NC1Cc2ccccc2C1)[C@@H]1[C@@H](CO)[C@@H]2Cn3c(ccc(C4=CCCC4)c3=O)[C@H]1N2CC1CC1
  -18	.	0.4	-1
- COc1ccc(S(=O)(=O)N(C)C[C@H]2OCCCC[C@@H](C)Oc3ccc(NC(=O)Nc4ccc(F)cc4)cc3C(=O)N([C@H](C)CO)C[C@@H]2C)cc1
  -1	-12	-0.4	3
- C[C@@H]1CN([C@@H](C)CO)C(=O)c2cccc(NS(=O)(=O)c3ccc(Cl)cc3)c2O[C@H]1CN(C)C(=O)Nc1ccc(C(F)(F)F)cc1
  -76	-6	2.0	15
- COC(=O)C[C@H]1CC[C@H]2[C@H](COc3ccc(NC(=O)Nc4ccc(C)cc4)cc3C(=O)N2C)O1
  21	-7	2.6	1
- COCCNC(=O)C[C@@H]1C[C@H]2c3cc(NC(=O)NC4CCCC4)ccc3O[C@H]2[C@H](CO)O1
  17	2	1.4	0
- CO[C@H]1CN(C)C(=O)c2cc(NC(=O)c3ccccc3)ccc2OC[C@H](C)N(C(=O)C2CC2)C[C@@H]1C
  15	-34	0.5	.
- COCC(=O)Nc1ccc2c(c1)C(=O)N(C)C[C@H](OC)[C@@H](C)CN(Cc1ccccc1)[C@H](C)CO2
  -3	-17	0.6	.
- CCCN(C)C[C@@H]1Oc2ncc(C#CC3CC3)cc2C(=O)N([C@H](C)CO)C[C@@H]1C
  37	-56	0.5	11
- CC(C)CC#Cc1cnc2c(c1)C(=O)N([C@H](C)CO)C[C@@H](C)[C@@H](CN(C)Cc1ccccn1)O2
  -16	10	0.9	1
- O=C(C[C@H]1CC[C@H]2[C@@H](COC[C@H](O)CN2CCC(F)(F)F)O1)NCc1ccc(Oc2ccccc2)cc1
  108*	.	0.4	20&2
- CNC(=O)C[C@@H]1CC[C@H]2[C@@H](COc3ccc(NC(=O)c4ccc(F)cc4)cc3C(=O)N2C)O1
  26	2	0.0	-5
- COCC(=O)N(C)C[C@@H]1Oc2ncc(C#Cc3ccccc3)cc2C(=O)N([C@@H](C)CO)C[C@@H]1C
  -84	13	-1.7	-2
